# Source: PubChem
# TTR transcr act – TTR transcription activators in neuroblastoma reporter cells, primary screen, cell-based, luminescence, SH-SY5Y, TTR promoter Gaussia luciferase; activation, % at 16.7 µM; 92,000 tested, 1.3% active; 100% = recombinant luciferase protein wells;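 active means activation above the mean of all tested compounds plus 3 SD, cut at about 9.5% in these data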;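 further: cells exposed to compounds for one day before reading; 0% = median of all test compound wells on the plate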
# An asterisk follows results filed as active.
SMILES,TTR transcr act
CCCn1c(=O)n(C)c(=O)c2c(SCC(=O)NCC(c3ccccc3)N(C)C)nc(CC(C)C)nc21 (stereo unspecified),-0.1
O=C(C[C@H]1C/C=C/CC[C@@H](Cc2ccc(F)cc2)C(=O)O[C@@H](c2ccccc2)CNC1=O)NCCO,-2.1
CCC(C)n1cnc2c(=O)oc3ccccc3c21 (stereo unspecified),-0.7
CCNC(=O)COC(=O)c1cc(S(=O)(=O)N2CCCc3ccccc32)ccc1Cl,0.8
COc1ccc(C(=O)Nc2ccc3ccccc3n2)c(OC)c1OC,-0.7
O=C(CSc1nc(O)c(C2CCCCC2)c(=O)[nH]1)Nc1ccc(F)cc1,5.2
CNC(=S)N(CCc1c(C)[nH]c2ccc(C)cc12)Cc1cccnc1,0.4
CCOC(=O)C(C)NC(=O)CCc1nnc2ccc(N3CCC(C)CC3)nn12 (stereo unspecified),0.4
O=C(CSC(=S)N1CCOCC1)Nc1ccc(S(=O)(=O)Nc2ncccn2)cc1,4.0
O=c1[nH]c2cc(F)ccc2c2ccc(F)cc12,3.3
CCc1c(O)nc(SCC(=O)Nc2ccccc2C)[nH]c1=O,2.3
O=C(COC(=O)c1cccc(F)c1)NC1CC1,-1.8
CCCCNC(=O)NS(=O)(=O)c1ccc(NS(=O)(=O)c2ccccc2)cc1,0.9
Cc1cc(CC(C)C)n(-c2nc3ccccc3c(=O)n2OCc2ccccc2)n1,-1.8
COc1ccc(C)cc1S(=O)(=O)N1CCC(C(=O)N2CCOCC2)CC1,-1.0
O=C(O)CCC(=O)N1N=C(c2ccco2)CC1c1ccco1 (stereo unspecified),-1.6
CCCCSc1nc(C)c(C(C)=O)cc1C#N,1.6
C/C(=N\NC(=S)NCc1ccccc1)c1ccc(Br)cc1,2.2
CC1=NN(c2nc(N)nc(/C(C#N)=C/c3ccc([N+](=O)[O-])o3)n2)C(C)(C)C1,-2.1
CCOC(=O)c1csc(N)c1-c1ccc([N+](=O)[O-])cc1,-0.8
CCOC(=O)c1nc(NCc2cccc(OC)c2)c2ccccc2n1,0.9
Cc1ccc([C@H]2C[C@H](O)[C@@H](n3cc(-c4ccc(F)cc4)nn3)CN2CC2CCCCC2)cc1,-1.4
Cc1ccc(S(=O)(=O)N(C)CC(=O)OCC(=O)NCCc2ccc(S(N)(=O)=O)cc2)cc1,1.1
CCN(CC)c1c([N+](=O)[O-])c(=O)sc2ccccc12,-2.9
CC1=C2NC(N)=[N+](Cc3ccc4c(c3)OCO4)CC2NOC1 (stereo unspecified),0.7
CCOc1ccc(C2CC(=O)NC3=C2C(=O)CCC3)cc1 (stereo unspecified),0.8
O=C(c1cc2ccccc2oc1=O)N(Cc1ccc(F)cc1)C1CCS(=O)(=O)C1 (stereo unspecified),0.0
CC1(OC(=O)C2CCCC2)C(=O)C=C2C=C(c3ccsc3)N(Cc3ccc4c(c3)OCO4)C=C2C1=O (stereo unspecified),-2.5
O=C(NCc1n[nH]c(=S)n1-c1ccccc1)c1ccc(S(=O)(=O)N2CCCCC2)cc1,2.2
Cc1cc(C)c2cc(C(c3nnnn3CC3CCCO3)N3CCN4CCCC4C3)c(=O)[nH]c2c1 (stereo unspecified),-0.4
COc1ccc(-n2c(C)cc(C(=O)COC(=O)c3cc(NC(=O)c4cccs4)c(OC)c(OC)c3)c2C)cc1,9.8*
Cc1cc(C)c2c(=O)n(CC(=O)Nc3cccc(Cl)c3C)sc2n1,-5.5
COc1ccc(-c2nnc(NC(=O)CSc3ccc(C)cc3)s2)cc1OC,1.9
Cc1ccccc1Nc1nc(N)nc(COC(=O)C(NC(=O)c2ccco2)C(C)C)n1 (stereo unspecified),-0.4
OCCN1CCN(c2nccn3ccnc23)CC1,0.3
CC(C)(C)C(=O)NNC(=O)c1cc(C(C)(C)C)nn1Cc1ccccc1,-0.4
NC(=O)c1nsc(C(=O)N(CC(=O)NC2CCCCC2)c2cccc(F)c2)c1N,1.3
O=C(CCC(=O)N(CC(=O)NC1CCCC1)Cc1ccc2c(c1)OCO2)Nc1ccccn1,-3.9
OCC#Cc1ncc(C(F)(F)F)cc1Cl,-0.8
CCC(=O)NCCSc1c[nH]c2ccccc12,-1.6
Cn1c(=O)c(=O)n(C)c2cc(N3CCCC3)c(NS(=O)(=O)c3ccc(Cl)cc3)cc21,4.3
Cc1ccc(C(=O)NC(C)c2ccc3c(c2)OCO3)s1 (stereo unspecified),-1.8
COc1ccc(N(CC(=O)Nc2ccccc2SC)S(C)(=O)=O)cc1OC,-1.5
CCOC(=O)NC(NC(=S)Nc1ccc(OC)cc1)C(Cl)(Cl)Cl (stereo unspecified),-2.5
COc1cc2cnc(-c3ccccc3F)cc2cc1OC,2.3
Cc1cc(NC(=O)CCC(=O)N(Cc2ccco2)C(C(=O)NC2CCCCC2)c2cccs2)no1 (stereo unspecified),7.9
Fc1cccc(Nc2nc3ccccc3n3cnnc23)c1,0.3
CC1CN(C(=O)c2ccc(COc3ccccc3Br)o2)CC(C)O1 (stereo unspecified),69*
S=C(NCc1ccc(Cl)cc1)NCc1ccco1,5.9
c1cc2c3c(cccc3c1)C(N1CCOCC1)=N2,1.5
CN(C(=O)c1cccc(NC(=O)Cc2ccc(NC(=O)C3CCN(C(=O)C4CCCC4)CC3)cc2)c1)C1CCC1,-2.1
CCOC(=O)C[C@H]1c2ccccc2S(=O)(=O)N1c1ccccc1,-1.3
CCOc1ccc(NC(=O)CSc2nnc(Cn3cnc([N+](=O)[O-])n3)n2CC)cc1,-0.6
CN(Cc1ccccn1)C(=O)CC1C(=O)NCCN1Cc1cccc(Oc2ccccc2)c1 (stereo unspecified),1.2
O=C(NCc1ccccc1Cl)c1cnc2ccccc2n1,-0.5
CCOc1ccc(NC(=S)NCCCn2ccnc2)cc1,5.3
CC(C)C(=O)Nc1nnc(Sc2ccc(N(C)C)cc2)s1,1.8
NC(=O)SC/C(=N\S(=O)(=O)c1ccccc1)Nc1ccccc1,2.3
CCOc1ccc(NC(=O)CN(C)c2ccc(S(=O)(=O)N(C(C)C)C(C)C)cn2)cc1OCC,-1.4
C[C@H]1C=CC(=O)O[C@H]1c1ccccc1,-2.0

# (cont.)
SMILES,TTR transcr act
CC(OC(=O)C1=COCCO1)C(=O)c1ccc(Br)cc1 (stereo unspecified),6.7
CCOC(=O)N/N=C/c1ccc(F)cc1F,26*
CCN(CC)S(=O)(=O)c1cccc(-c2n[nH]c(=S)n2/N=C/c2ccc(OC(F)F)cc2)c1,2.6
COc1ccccc1N1CCN(C(CNC(=O)c2ccc3c(c2)OCO3)c2cccnc2)CC1 (stereo unspecified),-5.9
O=C1c2ccncc2C(=O)N1Cc1cccc(Cl)c1,2.9
O=C(Nc1ccon1)c1sc2ccccc2c1Cl,1.6
Cc1cc(C)cc(Oc2nc(C(F)(F)F)nc3ccccc23)c1,-3.1
O=C(Nc1ccccc1-c1ccccc1)C1CCCN(c2ncccn2)C1 (stereo unspecified),2.8
COc1ccc(S(=O)(=O)Nc2c(C)cc(C)cc2C)c2cccnc12,9.2
CC(C)C1C(=O)N(Cc2cn(CCC3OCCCO3)nn2)CCS(=O)(=O)N1Cc1ccc(-c2ccc(Cl)cc2)cc1 (stereo unspecified),1.0
COc1ccc(S(=O)(=O)N2CCCCC2)cc1NC(=O)Cc1c[nH]c2ccccc12,3.8
Cc1nn(-c2ccccc2)c(C)c1/C=C/C(=O)OCC(=O)Nc1ncc(Cl)cc1Cl,0.4
COc1ccc2cc(C(=O)/C=C/c3cc(OC)c(O)c(OC)c3)ccc2c1,-2.4
c1ccc2[nH]c(-c3nc4ccccc4[nH]3)nc2c1,0.5
CC1CCN(C2CCN(C(=O)c3ccccc3F)CC2)CC1,-1.1
CC(C)Oc1ccc(OCCSc2nc3ccccc3n2CC(=O)O)cc1,-1.8
CCCCn1c(N)c(N(CC(C)C)C(=O)c2cccc(S(=O)(=O)N3CC(C)OC(C)C3)c2)c(=O)[nH]c1=O (stereo unspecified),3.5
C(=N\N1CCN(Cc2ccccc2)CC1)/c1ccc(-c2ccccc2)cc1,1.1
COc1ccccc1/C=C1\SC(=S)N(CCC(=O)N2CCN(C)CC2)C1=O,-0.5
CCN(CC)S(=O)(=O)c1ccc(NC(=O)COc2c(OC)cccc2OC)cc1,-3.2
Cc1sc2ccc3sccc3c2[n+]1C,-1.6
C/C(=N/NC(=O)CNC(=O)c1ccccc1)c1ccc(C)cc1,-1.9
c1ccc(-c2ccccc2OCCCCN2CCCCCC2)cc1,0.8
O=C(CCc1ccc(S(=O)(=O)N2CCOCC2)cc1)OCc1nc2ccccc2s1,1.9
CCCc1c(O)nc(SC2CC(=O)N(c3cc(OC)ccc3OC)C2=O)[nH]c1=O (stereo unspecified),1.2
O=C1N/C(=C/c2ccc(N3CCOCC3)o2)C(=O)N1c1cccc(Cl)c1,-5.2
CCOC(=O)c1cn(CC(=O)Nc2cccc(Cl)c2)nn1,2.2
COc1ccc(CCC(=O)N2CCN(S(=O)(=O)c3ccc4ccccc4c3)CC2)cc1,-5.9
Nc1c(Cl)cnc(C(Cl)(Cl)Cl)c1Cl,-1.4
COc1ccc(CC(=O)NNc2ncnc3c2cnn3C)cc1OC,1.0
O=C(CN1CCN(C(=O)c2cccc(S(=O)(=O)N3CCCC3)c2)CC1)Nc1ccccc1Cl,-1.2
Cc1ccc(S(=O)(=O)CCC(=O)OC(C)C(=O)N2CCc3ccccc32)cc1 (stereo unspecified),0.1
COc1ccccc1OCCSc1ncnc2nc[nH]c12,0.2
COc1ccc(Cl)cc1C(=O)Nc1ccc2c(c1)OCCO2,-1.2
CCn1cc(C(=O)NCC(C)C)c(=O)c2cc(F)c(N3CCN(C)CC3)cc21,8.8
CC(OC(=O)C12CCC(=O)N1c1ccccc1S2)C(=O)Nc1cccc(Cl)c1 (stereo unspecified),1.9
O=C1CSC(c2ccc(F)cc2)N1c1nc2ccccc2s1 (stereo unspecified),5.0
CCc1ccc(NC(=S)NCC2CCCN2CC)cc1 (stereo unspecified),-0.6
COc1cccc2cc(C(=O)N3CCN(c4ncccn4)CC3)c(=O)oc12,-0.6
O=C(CC1SC(=O)N(c2ccccc2)C1=O)Nc1ccccc1 (stereo unspecified),-2.0
O=C(COC(=O)/C=C/c1cccc([N+](=O)[O-])c1)NCC1CCCO1 (stereo unspecified),0.4
C/C=C(/C)C(=O)Nc1cccc(C2=NOC3(C2)C[C@@H](C(N)=O)N(C(=O)C2(C)CC2)C3)c1 (stereo partly specified),-0.9
CCn1c(NC(=O)C(C)C)c(-c2cccs2)c(=O)c2ccccc21,-1.0
COC(=O)c1sc2cc(C(F)(F)F)cnc2c1-c1cccnc1,1.9
COc1cc2cc(Br)cc(Br)c2nc1C,-1.4
C=CCn1c(Oc2cccc(C)c2)nc2c1c(=O)n(C)c(=O)n2C,1.4
Cc1nc(C)n(C(Oc2ccc(Cl)cc2Cl)C(=O)C(C)(C)C)n1 (stereo unspecified),-0.5
COc1ccc(SCCc2nnc(-c3ccccc3)o2)cc1,-0.8
CCCCn1c(N)c(N(CC)C(=O)CSCc2c(C)noc2C)c(=O)[nH]c1=O,5.5
CC(C)(C)OC(=O)[C@H](Cc1ccccc1)NC(=O)c1nc[nH]c1C(=O)N1CCc2ccccc2C1,2.9
CCN(CC)CC(=O)Nc1c2c(nc3ccccc13)N(C)CC2,0.9
COc1cccc(C(=O)OCC(=O)NC(=O)NC2CCCC2)c1O,4.5
CSCCC(=O)N1CCC(n2nccc2NC(=O)CCCc2ccccc2)CC1,0.6
Cn1c(=O)c2c(nc(CN3CCc4ccccc4C3)n2Cc2ccccc2)n(C)c1=O,-3.5
C/C(=N\NC(=O)c1ccc(Cl)c(Cl)c1)c1ccc(Br)s1,-0.3
CCOC(=O)[C@@H]1[C@H]2COc3ccc(Br)cc3[C@H]2N2C(=O)N(c3ccc(F)cc3)C(=O)[C@]12C,0.2
O=C(Nc1ccccc1)OC1CCC2CC1CCC2OC(=O)Nc1ccccc1 (stereo unspecified),-2.8
COC(=O)N/N=C(C)/C=C/c1ccccc1,-0.1
O=C(CSc1oc(-c2cccs2)nc1S(=O)(=O)c1ccccc1)NC1CCCCC1,2.4
O=[N+]([O-])c1cc(CN2CCN(c3cccc(C(F)(F)F)c3)CC2)c2cccnc2c1O,-0.3

# Next structures follow:
SMILES,TTR transcr act
COCCCNC(=O)Cn1ccc(N)nc1=O,-2.5
CC(=O)c1ccc(N2CCN(S(=O)(=O)c3c(C)[nH]c(C)c3C(=O)N3CCCC3)CC2)cc1,0.6
COc1ccc(CCNC(=O)c2ccc(CN3CCC(Cc4ccccc4)CC3)cc2)cc1OC,-3.1
COC(=O)[C@@]12CCCCC3=C1N(CCC3)C(=O)[C@H]2CC(=O)NCc1cccc2ccccc12,0.7
Cc1ccc(Nc2c3c(nc4ncnn24)CCC3)cc1,20*

# Not all compounds are listed. The share of hits here may be higher or lower than overall.
